Assay outcomes as filed in PubChem.
OXTR agonist = human OXTR agonism; P30559; CHO-OTR cells, Fluo-8 calcium fluorescence; normalized: DMSO 0%, oxytocin 100%; activation, % at 3 µM; 320,000 compounds, 0.32% hits;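 active means activation above the mean of all tested compounds plus 3 SD, cutoff set per screening run, cut at about 20% in these data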;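 further: peak over basal fluorescence ratio from a 100 s FLIPR kinetic read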
Target sequence (P30559 whole entry, looked up): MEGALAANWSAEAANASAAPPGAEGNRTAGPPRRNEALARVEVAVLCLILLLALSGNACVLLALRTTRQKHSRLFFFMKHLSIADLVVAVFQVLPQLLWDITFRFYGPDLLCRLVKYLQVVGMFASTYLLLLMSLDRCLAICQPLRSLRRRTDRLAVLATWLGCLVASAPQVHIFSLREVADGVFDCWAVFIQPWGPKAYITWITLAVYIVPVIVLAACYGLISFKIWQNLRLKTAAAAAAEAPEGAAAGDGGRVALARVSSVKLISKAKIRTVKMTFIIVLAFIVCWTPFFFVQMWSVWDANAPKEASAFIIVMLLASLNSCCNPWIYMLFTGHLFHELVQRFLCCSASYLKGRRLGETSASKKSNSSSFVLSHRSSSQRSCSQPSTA
V1R ag counter = V1a receptor agonism, counter-screen for OXTR agonists | P37288 | CHO-V1R cells, Fluo-8 calcium fluorescence, agonist mode; 0% DMSO, 100% 3 nM vasopressin | activation, % at 3 µM | 320,000 compounds, 0.25% hits | AID 2797;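 active means activation above the mean activation of all tested compounds plus 3 SD, per screening run, cut at about 20% in these data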;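 further: signal is peak over basal fluorescence ratio across a 100 second FLIPR read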
Target sequence (P37288 whole entry, looked up): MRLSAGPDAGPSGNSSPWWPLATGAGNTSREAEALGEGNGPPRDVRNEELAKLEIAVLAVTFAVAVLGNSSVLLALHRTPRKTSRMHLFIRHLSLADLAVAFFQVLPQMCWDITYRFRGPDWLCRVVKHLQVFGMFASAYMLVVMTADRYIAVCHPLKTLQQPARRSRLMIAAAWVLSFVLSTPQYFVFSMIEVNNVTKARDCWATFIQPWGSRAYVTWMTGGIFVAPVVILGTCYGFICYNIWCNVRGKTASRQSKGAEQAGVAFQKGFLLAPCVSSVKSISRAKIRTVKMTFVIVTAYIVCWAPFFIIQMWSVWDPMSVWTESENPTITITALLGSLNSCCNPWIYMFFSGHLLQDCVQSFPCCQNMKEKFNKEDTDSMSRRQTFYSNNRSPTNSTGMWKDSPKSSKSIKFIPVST
GalR3 antag = blocks the human galanin receptor 3; 360,000 compounds, 0.44% hits; AID 651719; HEK293 GalR3-CNG cAMP membrane potential fluorescence; galR3 body fused to GalR1 C-terminus; inhibition, % at 3 µM;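 active means inhibition above the screen-wide average plus 3 SD, cut at about 13% in these data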;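 further: forskolin and galanin both at EC90 stimulate the cells; cAMP rise reported by CNG channel membrane potential dye signal; 0% = forskolin plus galanin with DMSO and 100% = forskolin alone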
Starred values were filed as active, the others as inactive.

Results follow in this order: OXTR agonist | V1R ag counter | GalR3 antag
COc1ccc(NS(=O)(=O)c2cc(NC(=O)COc3ccc(OC)cc3)ccc2N2CCOCC2)cc1
  3.9 | 2.9 | -5.3
COc1ccc(CCC(=O)N/N=C/c2ccc3c(c2)OCO3)cc1
  -2.3 | 0.4 | -0.2
Cc1ccc(NC(=O)CN(C)C(=O)c2ccc(Cl)c(S(=O)(=O)NCc3ccco3)c2)cc1
  -0.1 | 1.7 | -2.4
COc1ccc(NC(=O)CO/N=C/C(=O)Nc2ccccc2C)c([N+](=O)[O-])c1
  0.4 | -0.1 | -4.2
O=C(Nc1cccc(S(=O)(=O)N2CCCC2)c1)c1ccc(Cl)nc1
  5.3 | 8.4 | -2.6
COc1cccc(C(=O)NCCS(=O)(=O)N2CCc3ccccc3C2)c1
  -0.9 | -0.1 | -0.1
CC(C)CCOc1ccc(C(=O)NNC(=O)CNC(=O)c2ccccc2F)cc1
  -0.1 | 0.0 | 3.0
Cc1cc(C(=O)CN2C(=O)C(=O)N(Cc3ccco3)C2=O)c(C)n1CCc1ccc(F)cc1
  1.8 | 1.5 | -8.0
CC(C)CN(C(=O)CCCSc1nc2ccccc2[nH]1)c1c(N)n(Cc2ccccc2)c(=O)[nH]c1=O
  -0.4 | 0.7 | -0.9
O=C(O)c1cccc(C(=O)c2cccc3ccccc23)c1
  -1.4 | -0.2 | 3.5
CC(=O)c1cccc(OCC(=O)Nc2cc(S(=O)(=O)N3CCOCC3)ccc2N2CCCC2)c1
  -2.0 | -0.9 | -1.8
CCOc1ncccc1C(=O)NNC(=O)c1cccc(S(=O)(=O)N2CCOCC2)c1
  0.4 | 0.3 | -2.0
COc1cc(C(=O)NC(C)c2ccccc2)ccc1OCC(=O)N1CCOCC1 (centres undefined)
  1.6 | -0.3 | -6.4
CC(=O)Nc1ccc(S(=O)(=O)N(C)CC(=O)N2CCN(C(=O)c3ccco3)CC2)cc1
  0.4 | 0.8 | -3.7
C[C@H]1NC(=O)[C@@]2(C)[C@@H](c3ccccc3)[C@H]3COc4ccccc4[C@H]3N2C1=O
  -0.3 | 0.8 | -2.8
C[C@@H]1CN([C@@H](C)CO)C(=O)Cc2cc(NS(=O)(=O)c3cn(C)cn3)ccc2O[C@@H]1CN(C)C(=O)Nc1ccccc1
  2.0 | 1.3 | -2.2
CCCc1cc(-n2ccnc2C)n2c(nc3ccccc32)c1C#N
  0.9 | 0.4 | -2.0
O=C(NNC(=O)c1ccco1)c1csc(N2CCOCC2)n1
  -0.8 | 1.0 | -1.0
CCCNC(=O)c1ccccc1NC(=O)c1cccc(-n2cnnn2)c1
  0.7 | 2.0 | -0.1
CC(C)C[C@@]12C(=O)N(c3cccc(F)c3)C(=O)N1[C@H](c1ccc(F)cc1)[C@@H]1C(=O)N(C3CCCCC3)C(=O)[C@@H]12
  -1.4 | -0.3 | -8.6
Nc1nc(N)nc(-c2cc(C(F)(F)F)ccc2Cl)n1
  0.0 | 0.4 | -6.8
O=C(Cc1ccc(Cl)cc1)NNC(=O)C(=O)NC1CCCCC1
  0.5 | 0.6 | -5.3
COc1ccccc1-c1nn(-c2ccccc2)cc1C(=O)NC1CC1
  -0.1 | 0.2 | -4.7
O=C(CSC1=Nc2ccccc2C2CC=NN12)Nc1ccc(F)c(F)c1F (centres undefined)
  -1.6 | -0.3 | 0.6
O=C(OCCCOC(=O)c1ccc([N+](=O)[O-])o1)c1ccc([N+](=O)[O-])o1
  -0.3 | 0.8 | -4.7
C=CCC[C@H](Cc1ccc(F)cc1)C(=O)OC[C@H](Cc1c[nH]c2ccccc12)NC(=O)[C@H](CC=C)CC(=O)N(CCO)Cc1ccccc1
  2.6 | 0.7 | -6.8
CC(C)(C)OC(=O)NCCCCCNC(=O)c1[nH]cnc1C(=O)Nc1ccc(Cl)cc1
  0.5 | -0.2 | -5.7
CCOc1ccc(-n2ccnc(SCC(=O)NC3CCCC3)c2=O)cc1
  0.3 | -0.2 | -4.9
COc1ccc(/C(C)=N/Nc2nc(C)cc(-c3ccccc3)n2)cc1
  -1.9 | -0.9 | -1.4
CCn1cnnc1SCC(=O)NCC1COc2ccccc2O1 (centres undefined)
  0.6 | 0.2 | -6.1
O=C(COC(=O)/C=C/c1cccc(Cl)c1)Nc1ccc(N2CCOCC2)cc1
  3.6 | 1.9 | -5.9
COc1ccc(NC(=O)CSc2nnc(-c3cccs3)n2N)c(OC)c1
  -1.4 | -1.1 | -2.8
COc1ccccc1C(CNC(=O)CN(C)S(=O)(=O)c1ccc(C)cc1)N1CCCC1 (centres undefined)
  -2.1 | -0.6 | 2.4
CCCCn1c(N)c(N(CC)C(=O)c2cccc(S(=O)(=O)N3CCN(C)CC3)c2)c(=O)[nH]c1=O
  -0.7 | -0.2 | -5.5
CC(=O)NC12CC3CC(C1)CC(C(=O)N1CCN(S(=O)(=O)c4ccccc4[N+](=O)[O-])CC1)(C3)C2
  1.0 | 0.3 | 2.9
Cc1cc(C)cc(N(CCC#N)C(=O)COC(=O)C2CCN(S(=O)(=O)c3ccc(C)c(C)c3)CC2)c1
  -0.9 | 0.9 | -1.5
Cc1ccc(Nc2nnc(SC(C)C(=O)NCC3CCCO3)s2)cc1C (centres undefined)
  -2.6 | 4.8 | 0.7
Cc1cc(OCCCC(=O)Nc2nnc(C3CC3)s2)ccc1Cl
  0.3 | -0.2 | -2.9
CCc1noc(C)c1C(=O)Nc1cccc(S(=O)(=O)N(C)c2ccccc2)c1
  -0.8 | 3.5 | -3.4
COc1ccc(C(=O)Nc2ccc(O)c3ccccc23)cc1
  3.2 | 1.4 | 0.1
COc1ccc(NC(=O)CN(C)C(=O)CSCc2c(C)noc2C)cc1
  -0.1 | -0.5 | -1.3
CC(C)(C)OC(=O)N1CCC(CC2CC(c3ccncc3)=NO2)(C(=O)O)CC1 (centres undefined)
  -1.2 | 0.8 | -1.5
S=c1[nH]nc(-c2ccco2)n1-c1ccc(Br)cc1
  0.8 | 0.0 | -1.5
Cc1ccc(C(=O)NCC(=O)N2CCCN(C)CC2)cc1C
  1.0 | -0.7 | -1.0
CC1(C)CC(=O)C=C(c2ccc(I)cc2)C1
  -2.3 | -1.4 | -6.7
CCOC(=O)[C@@H]1[C@H]2COc3ccccc3[C@H]2N2C(=O)N(c3ccc(Br)cc3)C(=O)[C@]12C
  -0.3 | -0.2 | -5.4
COc1ccccc1CNC(=O)CN1C(=O)NC2(CCC(C)CC2)C1=O (centres undefined)
  -0.3 | 0.1 | -7.2
O=C(COC(=O)c1cc([N+](=O)[O-])ccc1NCCO)Nc1cccnc1Cl
  2.6 | 1.5 | -2.2
N[C@H]1C(O)O[C@H](CO)[C@@H](O)[C@@H]1O (some centres undefined)
  -0.3 | 0.4 | -0.2
Cc1cc(Cl)ccc1OCC(=O)NCC(c1cccs1)N1CCOCC1 (centres undefined)
  0.4 | 1.9 | -5.3
CCN(C(=O)C12CC3CC(CC(C3)C1)C2)C1CCS(=O)(=O)C1 (centres undefined)
  0.8 | 0.7 | 0.8
C=C[C@@]1(C)CCC(/C(C)=C/C=C/C(C)(C)O)C[C@@H]1C(=C)C (some centres undefined)
  -0.5 | 1.3 | -4.2
COc1ccc(C2=Nn3c(nnc3-c3ccccc3F)SC2)cc1OC1CCOC1 (centres undefined)
  -1.4 | -0.7 | 2.9
COc1ccccc1C(=O)OCC#CCSc1nnc(-c2cccc3ccccc23)o1
  4.5 | 2.8 | -0.7
O=C(COC(=O)CCCN=C1NS(=O)(=O)c2ccccc21)NNC(=O)c1ccccc1
  -0.9 | -0.2 | -1.4
O=C(COC(=O)/C=C/c1ccc(C(F)(F)F)cc1)NC1CC1
  2.2 | 0.9 | -4.0
Cc1cccc(CCN2C(Nc3ccccc3)=NC[C@@H]2C)c1
  1.0 | 1.1 | -7.4
C=CCOC(=O)CCCCCCCC
  0.1 | 1.1 | 0.9
O=C(CSc1nnc(C2CC2)n1C1CC1)c1ccccc1F
  -0.3 | -0.2 | -8.8
Cc1cc2occ(CC(=O)N(C)CC(=O)Nc3ccc(F)cc3)c2cc1C
  -0.5 | 0.0 | -5.3

New compounds follow
Results follow in this order: OXTR agonist | V1R ag counter | GalR3 antag
Cc1ccccc1NS(=O)(=O)c1ccc(C(=O)NCC2CCCO2)cc1 (centres undefined)
  2.2 | 0.8 | -2.2
O=C(COc1ccccc1)NC1CCSc2ccccc21 (centres undefined)
  -1.5 | -1.4 | -4.6
CCCCn1c(N)c(N(CC)C(=O)c2ccco2)c(=O)[nH]c1=O
  0.6 | 0.9 | -1.6
Cc1ccc(C)c(OCCC(=O)OCC(=O)NC2CCCC2)c1
  -0.7 | 0.0 | -0.6
C[C@H](CO)N1C[C@H](C)[C@@H](CN(C)C)Oc2c(NS(=O)(=O)c3ccccc3)cccc2C1=O
  -0.5 | 0.4 | -6.5
CCOc1ccc(S(=O)(=O)Nc2cccc(C(=O)NCCCn3ccnc3)c2)cc1
  -1.2 | -0.1 | -4.5
CSc1cccc(NC(=O)COC(=O)C2CCN(S(=O)(=O)c3ccccc3)CC2)c1
  0.9 | 4.9 | -4.0
CN(C)Cc1ccccc1CCc1ccccc1
  0.2 | 0.1 | -5.2
CC1(C)Cc2cccc(OCC(=O)OCc3nnc(-c4ccc([N+](=O)[O-])cc4)o3)c2O1
  0.9 | 3.0 | -4.8
CC(C)(C)OC(=O)NC1CNNC1=O (centres undefined)
  2.3 | -0.4 | -11.5
CCCSc1ccc([C@@H]2[C@@H]3C(=O)N(CC)C(=O)[C@@H]3[C@]3(C(=O)OC)CCCCN23)cc1OC
  -2.1 | -0.4 | -5.0
Cc1ccc2nc(SC(C)C(=O)NC3CCCC3)[nH]c2c1 (centres undefined)
  -2.0 | 0.0 | -3.4
COc1ccc(NC(=O)COC(=O)c2cc(Cl)ccc2O)cc1S(=O)(=O)N1CCCCC1
  0.1 | 0.0 | -4.6
COC(=O)c1cccc(NC(=O)c2cccc(N3C(=O)CCC3=O)c2)c1
  0.4 | 2.9 | 0.6
COc1cc(CNC(=O)c2ccc3c(c2)S(=O)(=O)c2ccccc2C3=O)cc(OC)c1
  -1.1 | -0.6 | 1.7
COc1ccccc1-c1sc2cc3c(cc2c1-c1ccc(O)cc1)OCO3
  0.6 | 1.4 | -3.8
CCN(CC)C(=O)[C@H]1CC(CC(=O)NCc2cccc(C(F)(F)F)c2)C(=O)N2CCc3c([nH]c4ccccc34)[C@]12C (some centres undefined)
  -2.1 | 0.5 | -5.9
Cc1ccc(NC(=O)CSCC(=O)Nc2nnc(C3CC3)s2)cc1
  -0.7 | 0.5 | -3.2
CCOc1ccc(S(=O)(=O)N2CCN(C(=O)Cc3ccc(S(=O)(=O)N4CCOCC4)s3)CC2)cc1
  2.3 | 3.9 | -0.6
CCN(CC)CCn1c2c(c(SCC(=O)Nc3cc(OC)cc(OC)c3)nc1=O)CCC2
  -0.8 | -1.0 | -5.8
NS(=O)(=O)c1cccc(NC(=O)CSc2nnc(C3CC3)n2-c2ccccc2)c1
  0.1 | 0.7 | -3.9
CN(CC(=O)Nc1ccc(F)cc1)C(=O)C1CCN(C(=O)Nc2ccccc2)CC1
  -0.6 | -0.5 | -4.4
N#CC1(NC(=O)COC(=O)c2ccccc2[N+](=O)[O-])CCCCC1
  0.2 | 0.6 | -3.0
Cc1ccc(S(=O)(=O)N2CCCCC2)cc1NC(=O)c1cc(=O)[nH]c2ccccc12
  -0.1 | 0.0 | -2.1
O=C(CCS(=O)(=O)c1ccc(F)cc1)N1CCN(c2ccccc2)CC1
  1.8 | 1.3 | -2.2
COc1ccc(-c2c(C#Cc3ccsc3)c3cc(Br)ccc3n2C)cc1
  1.1 | 2.1 | -1.8
COc1ccc(NC(=O)CN(C)C(=O)c2ccc(S(=O)(=O)Nc3ccccc3F)cc2)cc1
  -0.9 | -0.2 | -7.0
CCCn1nc(C(=O)NNC(=O)C2CSC3(C)CCC(=O)N23)c2ccccc2c1=O (centres undefined)
  -0.1 | -0.2 | -0.8
O=C(COC(=O)c1ccc(Br)o1)NCC1CCCCC1
  0.2 | 0.1 | -4.1
COc1ccc(NC(=O)CSc2nnc(Cc3ccccc3)c(=O)n2N)cc1OC
  -2.1 | 0.1 | -5.2
COc1ccccc1C(=O)NCCC(=O)NCc1cccnc1
  0.1 | 1.4 | -5.2
O=C(c1cn(Cc2ccccc2)nc1-c1cccnc1)N1CCc2ccccc2C1
  -0.3 | -0.9 | -5.0
O=C(COc1coc(CN2CCc3ccccc32)cc1=O)Nc1ccc([N+](=O)[O-])cc1
  -0.6 | 0.0 | -4.5

Profiles, quoted from the list. Values in the order: OXTR agonist	V1R ag counter	GalR3 antag
`NS(=O)(=O)c1cccc(NC(=O)CSc2nnc(C3CC3)n2-c2ccccc2)c1` is entered as 0.1	0.7	-3.9
`COc1ccc(-c2c(C#Cc3ccsc3)c3cc(Br)ccc3n2C)cc1` is entered as 1.1	2.1	-1.8
`COc1ccccc1C(=O)NCCC(=O)NCc1cccnc1` is entered as 0.1	1.4	-5.2

Not all compounds are listed; count on the stated rates, not on these rows.
